MC4R antagonist: antagonists of human melanocortin 4 receptor (MC4R). P32245. inhibition, % at 6.5 µM. AID 540295. MC4R-expressing cells, MTII-stimulated cAMP, LANCE TR-FRET. actives 0.48% (n = 360,000);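 active means inhibition above its plate's cutoff, the mean of tested wells on that plate plus 3 SD, cut at about 29% in these data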;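 further: 0% = Melanotan II alone and 100% = Melanotan II plus saturating MCL0020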
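Assay system: U2OS-MC4R stable cell line; Also added: Melanotan II; Technique: Eu-cAMP/anti-cAMP TR-FRET, emission 671 nm; Times: 30-min compound, 1-h challenge, 1-h detection, room temperature.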
CaV13 ICDI inh: Disruptors of the CACNA1D IQ motif to Ca2+-dependent inactivation inhibitor domain association, primary screening, Förster resonance energy transfer in intact living …; actives 0.098% (n = 340,000); inhibition, % at 12.3 µM; HEK cells, CFP/YFP FRET ICDI-IQ, plate reader, 10 min; percent FRET-ratio fall versus neutral wells;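 active means mean replicate inhibition of at least 30% and at least 1% of replicates passing that level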;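 further: 0% = median of the neutral control wells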
m5-HT2A agonist: activates the mouse 5-HT2A serotonin receptor | P35363 | CHO-K1 mHTR2A beta-arrestin complementation, luminescence; percent of 30 µM serotonin response | activation, % at 7.6 µM | actives 0.66% (n = 360,000);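 active means activation above a run cutoff, the mean activation of all tested compounds plus 3 SD, cut at about 14% in these data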;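 further: 0% = plate median of compound wells and 100% = 30 µM serotonin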
MC4R ag barr: human MC4R agonism via beta-arrestin; P32245; U2OS MC4R beta-arrestin complementation, luminescence; percent of melanotan II response, DMSO zero; activation, % at 8.9 µM; actives 0.98% (n = 360,000); AID 540308;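 active means activation above a per-plate cutoff, the mean activation of sample wells on that plate plus 3 SD, cut at about 8% in these data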
ABCB6 inh 2: blocks the human ABCB6 transporter | K562-ABCB6 porphyrin accumulation, flow cytometry, 1 h; active compounds read low | fluorescence ratio to DMSO, % at 10 µM | actives 0.19% (n = 360,000) | AID 602162;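 active means fluorescence ratio to DMSO below 75%, the collection mean minus 3 SD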;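 further: signal is porphyrin accumulated inside mitochondria; 100% equals median channel fluorescence of DMSO control wells; lower ratio means ABCB6 inhibition with less porphyrin fluorescence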
Glyco luc inh: blocks N-linked glycosylation in D54 reporter cells; D54 ERlucT glycosylation luciferase reporter, 24 h; percent of 100 nM tunicamycin response; reporter increase, % at 12.5 µM; actives 0.23% (n = 360,000); AID 588692;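 active means mean luciferase reporter signal, scaled so untreated is 0 and the glycosylation-blocking control 100, at or above a set limit in every replicate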;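 further: luciferase carries N-glycosylation sites so blocking glycosylation raises the light; 0% = median of neutral control wells and 100% = median of 100 nM tunicamycin wells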
ABHD5-PLIN5 inh: blocks binding of human ABHD5 to perilipin-5; actives 0.78% (n = 360,000); Split G. princeps luciferase complementation, luminescence, 4 h; inhibition, % at 4 µM;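 active means inhibition above the mean inhibition across every tested compound plus 3 SD, cut at about 22% in these data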;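 further: 0% = DMSO only wells and the 100% control is not disclosed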
Target sequence (Q00G26 whole entry, looked up): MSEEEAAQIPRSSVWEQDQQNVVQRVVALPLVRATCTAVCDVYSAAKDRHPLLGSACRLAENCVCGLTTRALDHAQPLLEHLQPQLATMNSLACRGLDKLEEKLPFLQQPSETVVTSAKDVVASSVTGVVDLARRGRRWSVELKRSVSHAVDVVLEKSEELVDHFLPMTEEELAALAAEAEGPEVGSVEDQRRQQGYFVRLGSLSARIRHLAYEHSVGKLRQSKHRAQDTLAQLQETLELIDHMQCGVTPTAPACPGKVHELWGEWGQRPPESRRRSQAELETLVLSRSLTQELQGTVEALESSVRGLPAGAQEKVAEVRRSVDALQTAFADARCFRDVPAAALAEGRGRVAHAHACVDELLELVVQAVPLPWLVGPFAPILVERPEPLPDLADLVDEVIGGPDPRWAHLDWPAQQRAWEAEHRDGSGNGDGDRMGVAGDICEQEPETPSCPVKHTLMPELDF
Target sequence (Q8WTS1 whole entry, looked up): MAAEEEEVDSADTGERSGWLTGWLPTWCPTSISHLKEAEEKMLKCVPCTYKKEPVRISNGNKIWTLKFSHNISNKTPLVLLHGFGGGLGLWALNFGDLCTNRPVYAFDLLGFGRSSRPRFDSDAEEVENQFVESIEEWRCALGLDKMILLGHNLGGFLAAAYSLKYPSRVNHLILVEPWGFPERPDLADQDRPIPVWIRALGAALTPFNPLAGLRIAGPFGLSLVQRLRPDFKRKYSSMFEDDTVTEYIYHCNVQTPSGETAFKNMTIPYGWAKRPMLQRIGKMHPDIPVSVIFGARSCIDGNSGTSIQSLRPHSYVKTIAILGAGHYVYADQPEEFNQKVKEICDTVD
H9c2 protect: myocardial damage modulation in H9c2 cells. H9c2 cardiomyocytes, H2O2 injury protection, ATPLite, 2 h. protection from H2O2 cell death, % at 20 µM. actives 0.63% (n = 360,000);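 active means compounds giving at least 50% protection of heart cells from peroxide-induced death in the single-dose screen, raw or plate-pattern-corrected value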;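 further: 0% = DMSO wells with peroxide and 100% = DMSO wells without peroxide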
PDI inh: inhibitors of human protein disulfide isomerase. P07237. PDI insulin aggregation turbidity, A650, 90 min. inhibition, % at 10 µM. actives 0.052% (n = 350,000);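 active means mean inhibition across replicates of 30% or more, whatever share of single replicates reach that level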;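 further: absorbance from insulin aggregation driven by PDI reduction with DTT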
Granule exo inh: blocks lytic granule exocytosis; TALL-104 LAMP-1 surface exposure, flow cytometry; cells stimulated with thapsigargin and PMA; actives 0.66% (n = 360,000); inhibition, % at 10 µM;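 active means inhibition above about 55%, limit read from the data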
An asterisk follows results filed as active; x = not tested or not shown.

SMILES | MC4R antagonist | CaV13 ICDI inh | m5-HT2A agonist | MC4R ag barr | ABCB6 inh 2 | Glyco luc inh | ABHD5-PLIN5 inh | H9c2 protect | PDI inh | Granule exo inh
CC1S/C(=N\N=C\c2cccc([N+](=O)[O-])c2)N(C(C)(C)C)C1=O (configuration not stated) | 2 | -4 | -1 | -0.1 | 93 | -1 | -6 | 6 | 8 | 14
O=C(COc1ccc([N+](=O)[O-])cc1)NNC(=O)c1cccs1 | 4 | 7 | -3 | -1.5 | 94 | 0 | -4 | 9 | 3 | 0
O=C1C2CCCN2C(=S)N1Cc1ccccc1 (configuration not stated) | -7 | -2 | 2 | -1.8 | 100 | 1 | -2 | 5 | -8 | 0
S=C(NCc1ccccc1)NC1CCCc2ccccc21 (configuration not stated) | 24 | -7 | -4 | -0.1 | 102 | -3 | -8 | -5 | -8 | -1
O=Cc1cccn1-c1cccc([N+](=O)[O-])c1 | -1 | -7 | -1 | 0.2 | 91 | 0 | -5 | 6 | 9 | -6
Cc1ccc(NCCC#N)cc1C | 17 | -5 | 0 | 0.8 | 102 | 1 | 1 | 0 | -8 | 1
Cn1c(SCC(=O)NCC2CCCO2)nc2c(c1=O)SCC2 (configuration not stated) | 4 | -4 | -5 | -3.3 | 104 | 2 | 0 | 4 | 3 | -2
Cc1cccc(C(=O)NCC(=O)OCC(=O)N2CCN(S(=O)(=O)c3ccc(C)cc3C)CC2)c1 | 3 | -2 | 6 | -0.8 | 93 | 2 | 6 | 6 | 0 | -5
CCOC(=O)c1c(NC(=O)COC(=O)CNC(=O)c2ccco2)sc(C)c1C | 7 | -9 | -3 | -1.6 | 98 | 7 | 3 | -2 | 0 | -3
O=C(COC(=O)c1cc(Br)ccc1O)NNC(=O)c1ccc([N+](=O)[O-])cc1 | 0 | -6 | -6 | 1.1 | 100 | 1 | 6 | 0 | -9 | -6
CC(=O)c1c(O)cc(=O)n(-c2ccccc2)c1-c1ccc(Cl)cc1 | 7 | -4 | -1 | 0.7 | 93 | 2 | 2 | 5 | 2 | 0
COc1ccc(CCNC(=O)CCCn2c(=O)c3cccn3c3cccnc32)c(OC)c1OC | 2 | -3 | 4 | -0.8 | 97 | -1 | 0 | 0 | -7 | 0
CCc1ccc(NC(=O)COc2coc(CN3CCN(c4ccccc4)CC3)cc2=O)cc1 | 0 | -2 | 8 | -0.9 | 101 | -3 | -2 | -2 | -4 | -6
C[C@H](NC(=O)[C@@H]1CSC2c3ccccc3C(=O)N21)C(=O)NCCc1ccccc1 (some centres not stated) | 16 | -4 | -8 | 2.5 | 103 | 0 | -3 | 1 | 3 | -2
Cc1snc(SCc2c(F)cccc2Cl)c1C#N | -6 | -5 | 0 | 0.8 | 91 | 0 | -1 | -5 | -3 | -18
O=S(=O)(Cc1c(F)cccc1Cl)c1ncn[nH]1 | -4 | -1 | 1 | -2.4 | 107 | 1 | -7 | 6 | -10 | -4
NC(=O)/C(=C\c1ccco1)NC(=O)c1ccc(Br)o1 | -2 | -5 | 4 | -3.2 | 97 | 0 | -1 | -3 | 9 | -4
O=C(COc1coc(CN2CCc3ccccc32)cc1=O)Nc1cccc(F)c1 | 14 | -6 | -2 | -0.1 | 96 | 0 | -2 | -3 | -2 | 5
CC(C)(C)OC(=O)N1CCC(NC(=O)c2[nH]cnc2C(=O)Nc2cccc(Cl)c2)CC1 | 19 | -12 | 0 | 4.5 | 99 | 1 | -2 | 4 | -12 | 9
O=C(C1CCN(C2CC(=O)N(c3ccc(F)cc3)C2=O)CC1)N1CCOCC1 (configuration not stated) | 4 | -2 | 0 | -1.7 | 98 | 1 | -3 | 10 | 0 | 0

An excerpt of these results, with each value named:
O=S(=O)(Cc1c(F)cccc1Cl)c1ncn[nH]1
  MC4R antagonist: -4
  CaV13 ICDI inh: -1
  m5-HT2A agonist: 1
  MC4R ag barr: -2.4
  ABCB6 inh 2: 107
  Glyco luc inh: 1
  ABHD5-PLIN5 inh: -7
  H9c2 protect: 6
  PDI inh: -10
  Granule exo inh: -4
NC(=O)/C(=C\c1ccco1)NC(=O)c1ccc(Br)o1
  MC4R antagonist: -2
  CaV13 ICDI inh: -5
  m5-HT2A agonist: 4
  MC4R ag barr: -3.2
  ABCB6 inh 2: 97
  Glyco luc inh: 0
  ABHD5-PLIN5 inh: -1
  H9c2 protect: -3
  PDI inh: 9
  Granule exo inh: -4

Next part
SMILES | MC4R antagonist | CaV13 ICDI inh | m5-HT2A agonist | MC4R ag barr | ABCB6 inh 2 | Glyco luc inh | ABHD5-PLIN5 inh | H9c2 protect | PDI inh | Granule exo inh
Cc1nn(-c2ccccc2)c(N2CCCC2)c1/C=N/NC(=S)Nc1cc(C(F)(F)F)ccc1Cl | -3 | -7 | -2 | -3.5 | 101 | -4 | -7 | -14 | 5 | -3
C=CCSc1ncc(C#N)c(N)n1 | 3 | -5 | 4 | -0.6 | 98 | 3 | -1 | -2 | -2 | -3
O=C(c1ccoc1)N1CCCC(N2CCN(c3cccc(Cl)c3)CC2)C1 (configuration not stated) | 8 | -4 | -5 | 1.9 | 92 | -1 | 5 | -4 | -5 | -2
COc1cc(C(=O)NCc2nnc(SCC(=O)Nc3nc4ccc(C)cc4s3)o2)cc(OC)c1OC | -4 | -5 | 8 | 0.1 | 95 | 2 | -1 | 7 | -7 | -6
CCOC(=O)CNC(=O)CN1C(=O)CC(c2ccccc2)S(=O)(=O)c2ccccc21 (configuration not stated) | 4 | 0 | 0 | -2.2 | 94 | 1 | -3 | 4 | 8 | -2
CCOC(=O)c1c(NC(=O)CSc2nnc(C)s2)sc2c1CCN(C)C2 | 2 | -3 | 0 | -0.5 | 214 | 0 | -11 | 9 | 0 | -9
CCC(C)[C@H](NC(=O)NCCC1=CCCCC1)C(=O)OC (some centres not stated) | 3 | -5 | 1 | -1.9 | 98 | -2 | -3 | -2 | -5 | -4
CCCCN(CC)Cc1c(C)[nH]c2ccccc2c1=O | 4 | x | 0 | -0.8 | 99 | -2 | 7 | 8 | 5 | -1
CC1CCN(c2ccc([N+](=O)[O-])cn2)CC1 | 9 | -2 | 3 | 0.9 | 106 | 0 | -9 | 4 | 0 | -1
C=CCN(C(=O)c1csnn1)C(C(=O)NC1CCCC1)c1ccc(OC)cc1 (configuration not stated) | 4 | -5 | -4 | 0.0 | 96 | 1 | -3 | 8 | -3 | 17
CCOc1ccc(NS(=O)(=O)c2ccc(-c3coc(C)n3)cc2)cc1 | 9 | -14 | 0 | -3.0 | 100 | -2 | 2 | -9 | 5 | 0
CCCc1c(-c2cccc(F)c2)ncn1CCc1ccccc1OC | x | -10 | -6 | x | 143 | x | 0 | x | x | 8
Cc1ccc(Cl)cc1OCC(=O)NCCOC(=O)Nc1sc(=S)n(C)c1C | 14 | -4 | 0 | -2.7 | 97 | -1 | 0 | -3 | 0 | -29
O=[N+]([O-])c1cc(S(=O)(=O)Oc2ccccc2)ccc1Cl | 30* | -14 | -5 | -2.6 | 99 | 14 | 4 | -14 | 0 | 80*
CCOC(=O)CC(=O)CSc1nc(-c2cccnc2)cc(C)c1C#N | 21 | -5 | 3 | 0.9 | 100 | -1 | 2 | 10 | -4 | 2
O=C(Cn1c(-c2cscn2)nc2ccccc21)Nc1cc(F)ccc1F | 4 | -6 | -2 | -1.6 | 98 | -5 | 7 | 2 | -4 | 0
CCOc1ccc(S(=O)(=O)c2cn(C)c3cc(OC)c(OC)cc3c2=O)cc1 | 12 | -8 | -4 | -3.0 | 99 | 1 | 7 | 3 | 5 | 8
Cc1ccc(Cl)cc1NC(=O)COC(=O)Cn1cnc2c1c(=O)n(C)c(=O)n2C | 8 | 4 | 6 | -2.2 | 94 | 0 | 8 | 2 | -6 | -2
CCc1cc2cccc(C)c2nc1SCC(=O)Nc1cc(C)on1 | -2 | -4 | 0 | 0.0 | 102 | -9 | -1 | -2 | 12 | 5
CCn1cc(C(=O)N2CCCC2)c(=O)c2cc(S(=O)(=O)N3CCOCC3)ccc21 | 0 | -4 | -1 | -0.4 | 100 | 1 | -10 | 3 | -2 | -6
COc1cc2c(cc1OC)C(=O)N1[C@H]3c4cc(Cl)ccc4OC[C@@H]3[C@H](c3ccccc3)[C@]1(C)C(=O)N2 | 13 | -4 | 3 | 2.2 | 100 | 45* | -11 | 4 | -1 | -2
CC(OC(=O)COc1ccccc1[N+](=O)[O-])C(=O)Nc1ccc(N2CCOCC2)cc1 (configuration not stated) | -3 | -6 | -2 | 0.8 | 98 | 1 | 0 | 8 | -5 | -4
O=C1C=C(c2cccc(Br)c2)C[C@@H](c2ccc(Cl)cc2)C1 | 7 | -9 | 13 | 1.1 | 95 | -5 | -3 | 1 | 7 | 23
CCc1nc(SCc2ccc(OCC(C)C)cc2)n[nH]1 | 13 | -19 | 0 | -0.3 | 98 | -1 | 1 | -20 | -4 | -8
Cc1cccc(N2CCN(C(=O)CCn3c(=S)[nH]c4cc5c(cc4c3=O)OCO5)CC2C)c1 (configuration not stated) | 9 | -5 | 8 | 1.6 | 93 | -1 | -5 | 18 | 3 | -3
c1ccc(CNc2c3c(nc4ncnn24)CCC3)cc1 | -4 | -2 | -1 | -1.9 | 94 | 1 | -5 | -4 | 3 | -8
Cc1cc(C)cc(N(CCC#N)C(=O)CN2C(=O)NC3(CCCC3)C2=O)c1 | 3 | -7 | 9 | 0.1 | 94 | 2 | -1 | 1 | -50 | -9
Cc1ccc(-n2ncc3c(NCCCN4CCCC4=O)ncnc32)c(C)c1 | -6 | -3 | 5 | -0.9 | 91 | 1 | 2 | 3 | -36 | 0
CCC(C)NC(=O)c1[nH]c(C)c(C(=O)OC)c1C (configuration not stated) | 2 | -5 | 0 | -1.0 | 104 | 2 | 6 | 1 | -3 | -7
C[C@H](CO)N1C[C@H](C)[C@@H](CN(C)Cc2ccc(Oc3ccccc3)cc2)Oc2c(NC(=O)c3ccncc3)cccc2C1=O | 8 | -5 | -7 | -0.3 | 102 | -3 | 5 | 2 | 2 | -4
O=C(CC(c1ccccc1)c1ccccc1)NCCOCc1ccccc1 | 6 | -4 | -3 | -0.9 | 95 | -5 | 3 | -1 | -7 | 18
O=C1c2ccccc2C(=O)N1CC#CCN1CCN(C2CCCCC2)CC1 | -2 | -3 | 2 | 3.0 | 97 | 2 | 7 | -6 | -9 | 1
NS(=O)(=O)c1ccc(NCc2c(F)cccc2Cl)cc1 | 9 | -4 | -12 | 0.8 | 90 | -3 | 8 | -6 | -3 | 0
COc1cccc(CNc2ccccc2O)c1OCc1ccccc1F | 6 | -7 | -3 | -0.8 | 108 | 0 | -25 | -9 | -4 | 2
O=C(NCCCN1CCOCC1)C(=O)NCCc1ccccc1 | 5 | -7 | 2 | -2.8 | 97 | 3 | 0 | 10 | 3 | 1
Cc1ccc(-n2nnnc2SCC(=O)Nc2ccc3c(c2)COC3=O)cc1C | 2 | x | -3 | 2.2 | 95 | 0 | -2 | -9 | -6 | -4
CC(Sc1nnc(-c2cccnc2)n1N)C(=O)N1CCOCC1 (configuration not stated) | 2 | -6 | -3 | -3.9 | 83 | 2 | 2 | 6 | -1 | 11
COc1cccc(NC(=O)Cc2c(C(=O)O)[nH]c3ccccc23)c1 | 7 | x | 0 | -1.5 | 98 | 3 | 3 | -2 | -10 | -2

High-throughput results from PubChem BioAssay.
